Screening results (PubChem BioAssay)
hIAP inh = human IAP inhibition | P09923 | purified IAP, CDP-Star luminescence, 30 min | inhibition, % at 10 µM | 330,000 tested, 0.12% active;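 active = inhibition reaching a set limit with compound at 10 µM in the primary screen, cut at about 35% in these data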;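 also: plate controls were DMSO wells with enzyme for no effect and no-enzyme buffer wells for full effect; values of inactives mirror those of a sister screen read the other way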
MIN6 prolif = inducers of beta-cell replication in MIN6 cells. AID 2380. 330,000 tested, 0.29% active. proliferation, % at 10 µM. MIN6 cells proliferation, ATPlite luminescence, 48 h; cells starved in 0.2% serum; 100% = growth in 10% serum;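 active = compounds whose signal lies at least 3.5 SD above the mean of all wells on their plate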;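 also: 0% = DMSO-treated cells in low-serum medium and 100% = 10% serum control; some compounds called inactive have numbers as strong as hits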
A3A deaminase = human APOBEC3A DNA deaminase inhibition; P31941; recombinant A3A, FAM/TAMRA ssDNA deamination fluorescence; inhibition, % at 20 µM; 330,000 tested, 0.41% active; AID 493011;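 active = at least 40% inhibition at 20 µM here, with at most 30% in a related deaminase screen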;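 also: plate controls were A3A with DMSO for no effect and wells lacking A3A enzyme for full effect; some results filed as inactive read as strong as hits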
Target sequence (P31941 whole entry, looked up): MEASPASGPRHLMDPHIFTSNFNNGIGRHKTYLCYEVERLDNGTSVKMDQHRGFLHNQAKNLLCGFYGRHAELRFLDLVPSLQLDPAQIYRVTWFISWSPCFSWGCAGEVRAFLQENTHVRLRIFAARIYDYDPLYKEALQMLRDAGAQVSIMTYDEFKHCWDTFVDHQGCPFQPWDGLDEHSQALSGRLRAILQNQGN
SENP1 FRET inh = inhibitors of human SENP1 SUMO protease catalytic domain. Q9P0U3. recombinant SENP1 catalytic domain, CyPet-SUMO1-YPet FRET cleavage. inhibition, % at 10 µM. 360,000 tested, 0.21% active. AID 624204;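 active = inhibition at least 30% at 10 µM, raw YFP signal under a set limit, fluorescence ratio 0.5 to 1.5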;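 also: 0% = enzyme with DMSO and 100% = no enzyme wells; some results filed as inactive read as strong as hits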
Target sequence (Q9P0U3 419-644 limits assumed): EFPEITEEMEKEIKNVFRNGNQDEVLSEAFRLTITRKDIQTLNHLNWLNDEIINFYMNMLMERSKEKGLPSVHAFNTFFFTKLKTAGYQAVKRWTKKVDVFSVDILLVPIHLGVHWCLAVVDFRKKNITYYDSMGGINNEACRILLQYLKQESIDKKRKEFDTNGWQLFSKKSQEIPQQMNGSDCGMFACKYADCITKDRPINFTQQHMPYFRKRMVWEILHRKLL
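Assay system: hSENP1 catalytic domain, recombinant. Amount: SENP1 enzyme, 20 pM final. Schedule: 50 min reaction, RT, dark. Technique: FRET, CFP and YFP emission. Control set: no-enzyme wells low, DMSO-plus-enzyme wells high control.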
hIAP activ = human IAP activation. purified human IAP, CDP-Star luminescence, 30 min; stronger effect = higher value; 1 = vehicle-only enzyme, 0 = enzyme-free background. activation factor at 10 µM. 330,000 tested, 0.16% active. AID 2524;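 active = activation factor of the enzyme at least 2-fold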; also: the source names both 10 and 20 µM as test concentration; values of inactives mirror those of a sister screen read the other way
mIAP inh = mouse IAP inhibition. 330,000 tested, 0.2% active. purified mouse IAP, CDP-Star luminescence, 30 min. AID 2806. inhibition, % at 10 µM;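 active = inhibition of at least 40% at 10 µM in the primary screen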;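 also: plate controls were DMSO with enzyme for no effect and no enzyme wells for full effect; values of inactives mirror those of a sister screen read the other way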
NALP3 yeast inh = inhibitors of NALP3 inflammasome in yeast | Yeast reconstituted NLRP3/ASC/caspase-1, beta-gal luminescence, 24 h | inhibition, % at 10 µM | 330,000 tested, 0.39% active;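 active = inhibition of 50% or more; inactive = inhibition below 50%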;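 also: plate controls were induced DMSO wells for no effect and uninduced yeast grown without galactose for full effect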
mIAP act = increases mouse intestinal alkaline phosphatase activity; muIAP, CDP-Star luminescence, 30 min; stronger effect = higher value; 1 = vehicle-only enzyme signal, 0 = enzyme-free wells; activation factor at 10 µM; 330,000 tested, 0.24% active;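 active = activation factor of at least 2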; also: the source names both 10 and 20 µM as test concentration; values of inactives mirror those of a sister screen read the other way
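also added = chemiluminescent substrate CDP-Star | test system = mouse IAP enzyme | signal = chemiluminescence readout | compound = DMSO-dissolved test compounds | incubation = 30 min at room temperature | benchmarks = DMSO wells, no-enzyme wells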
APOBEC3G inh = inhibitors of human APOBEC3G DNA deaminase | 330,000 tested, 0.28% active | recombinant A3G, ssDNA deamination FAM/TAMRA fluorescence | Q9HC16 | AID 493012 | inhibition, % at 20 µM;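 active = inhibition of at least 40% at 20 µM, with no more than 30% in the related APOBEC3A deaminase screen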;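 also: plate controls were DMSO wells with A3G for no effect and wells lacking A3G enzyme for full effect; some compounds called inactive have numbers as strong as hits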
Target sequence (Q9HC16 whole entry, looked up): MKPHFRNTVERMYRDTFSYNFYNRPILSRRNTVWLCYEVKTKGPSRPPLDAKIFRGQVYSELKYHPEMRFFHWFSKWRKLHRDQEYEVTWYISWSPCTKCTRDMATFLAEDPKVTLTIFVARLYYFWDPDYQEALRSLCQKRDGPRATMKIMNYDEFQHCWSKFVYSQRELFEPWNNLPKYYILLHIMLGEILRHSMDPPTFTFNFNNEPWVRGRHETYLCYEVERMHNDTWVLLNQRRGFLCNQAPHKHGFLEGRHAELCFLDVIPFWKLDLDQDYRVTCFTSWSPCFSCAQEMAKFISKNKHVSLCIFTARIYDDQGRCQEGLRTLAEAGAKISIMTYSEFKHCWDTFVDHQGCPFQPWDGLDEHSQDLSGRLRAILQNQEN
Starred values were filed as active, the others as inactive; . = not tested or not shown. This is a subset; the hit share may differ from the screen's.

Order of values – hIAP inh | MIN6 prolif | A3A deaminase | SENP1 FRET inh | hIAP activ | mIAP inh | NALP3 yeast inh | mIAP act | APOBEC3G inh
CNC(=S)NNC(=O)c1sccc1OCc1ccc(Cl)cc1Cl
→ 8 | 0 | 0 | 1 | 0.92 | -3 | 6 | 1 | -1
Cc1ccccc1-c1nc(CS(=O)(=O)CC(=O)NCCCN2CCCC2=O)c(C)o1
→ 5 | -3 | 2 | 3 | 0.95 | 0 | -1 | 1 | -1
Cc1ccc(NC(=O)CNC(=O)Cc2cccc3ccccc23)c(O)c1
→ 14 | 0 | -1 | 1 | 0.86 | 10 | 20 | 0.9 | -9
Cc1cccc(OC(=O)c2sc3ncn(C)c(=O)c3c2C)c1
→ 13 | -1 | -3 | 0 | 0.87 | 4 | 24 | 0.96 | -3
O=C(Nc1cccc(Cl)c1)c1nc[nH]c1C(=O)NCCCCNC(=O)c1[nH]cnc1C(=O)Nc1cccc(Cl)c1
→ -62 | -6 | 1 | 1 | 1.6 | -1 | 2 | 1 | -4
CCCCCCCCNCCS(=O)(=O)NN1CCOCC1
→ . | . | -1 | 1 | . | -16 | . | 1.1 | -8
Clc1ccc2c(NNc3ccccc3Cl)ccnc2c1
→ 4 | -2 | -3 | 9 | 0.96 | 7 | 13 | 0.93 | -3
CCOC(=O)c1ccc(CC2S/C(=C(\C#N)C(C)=O)NC2=O)cc1 (configuration not stated)
→ 3 | 0 | -2 | -33 | 0.97 | 2 | 10 | 0.98 | 0
CCOCCCn1c(=S)[nH]c2cc(C(=O)N3CCN(C4CCCCC4)CC3)ccc2c1=O
→ -15 | -1 | -5 | -1 | 1.1 | 1 | 13 | 0.99 | -3
O=C(Nc1cccc(-c2nc3ccccc3[nH]2)c1)c1ccco1
→ 4 | -1 | -4 | -1 | 0.96 | -4 | -4 | 1 | -6
COc1ccc(CNC(=O)C/C(C)=N/NC(=O)c2ccc(OC)cc2OC)cc1
→ -21 | 0 | -1 | 0 | 1.2 | -4 | 0 | 1 | -3
O=C(c1cccc(Br)c1)N1CCN(S(=O)(=O)N2CCOCC2)CC1
→ -8 | -1 | -2 | 2 | 1.1 | 0 | -2 | 1 | -4
COC(=O)c1cc(NC(=O)CN2C(=O)C(=O)N(C3CCCC3)C2=O)cc(C(=O)OC)c1
→ 8 | -7 | 3 | 1 | 0.92 | -3 | 8 | 1 | 33
O=C(Nc1ccon1)Nc1ccc(F)cc1F
→ 2 | 3 | 6 | 0 | 0.97 | -2 | 8 | 1 | 4
Cc1ccc(C)c(N2CCN(C(=O)C3CCN(c4nc(C)cc(C)n4)CC3)CC2)c1
→ -2 | -3 | 3 | -2 | 1 | -2 | 7 | 1 | -2
COc1cccc(-c2c(C#N)c(SC)nc3cc(C)nn23)c1
→ 11 | -2 | 1 | 0 | 0.89 | 9 | 13 | 0.91 | 2
Cc1cc(C)n(-c2cc(Oc3ccccc3)ncn2)n1
→ -23 | -2 | 0 | 0 | 1.2 | 1 | 11 | 0.99 | -2
COc1ccc(/C=C2\SC(=S)N(CCC(=O)Nc3ccccc3C(=O)O)C2=O)cc1
→ 11 | -2 | -1 | -15 | 0.89 | 12 | 9 | 0.88 | -3
CCN(CCNC(=O)CC1Oc2ccccc2NC1=O)c1ccccc1 (configuration not stated)
→ 4 | -1 | 2 | 6 | 0.96 | 0 | -1 | 1 | -4
NS(=O)(=O)c1ccc(CCNS(=O)(=O)c2ccc(Cl)cc2)cc1
→ -9 | -2 | -1 | 4 | 1.1 | 2 | 0 | 0.98 | -7
C=CCN1C(c2ccccc2)=CS/C1=C(/C#N)c1nnc(N2CCOCC2)n1-c1ccccc1
→ 13 | 0 | 2 | 0 | 0.87 | -4 | 10 | 1 | -2
CC(=O)c1cccc(NC(=O)C2CC(=O)N(Cc3ccccc3)C2)c1 (configuration not stated)
→ -16 | -4 | -2 | -1 | 1.2 | 4 | 16 | 0.96 | -6
C=CCN(C#N)c1nc(OC)nc(N2CCCC2)n1
→ -3 | 4 | -1 | 3 | 1 | -1 | 15 | 1 | -2
CCn1cc([N+](=O)[O-])c(C(=O)NCc2ccc(Cl)cc2)n1
→ -4 | -1 | 1 | 1 | 1 | 4 | 14 | 0.96 | -2
CCn1nnc2cc(C(=O)O)ccc21
→ -3 | 0 | 7 | -6 | 1 | -4 | -6 | 1 | -1
CCn1c(SCC(=O)N2CCCCC2)nc(O)cc1=O
→ 5 | -3 | 0 | 1 | 0.95 | -8 | 10 | 1.1 | 1
Cc1occc1C(=O)NN=C1C2CC3CC(C2)CC1C3
→ 6 | 1 | 0 | 3 | 0.94 | 1 | 2 | 0.99 | -3
CC(C)N(Cc1ccccc1)C(=O)COC(=O)c1ccccc1SCC(=O)N1CCCC1
→ -4 | 1 | 24 | 1 | 1 | 5 | 12 | 0.95 | -2
CC(C)OC(=O)c1c(NC(=O)c2cnn3c2NC(c2ccccc2)CC3C(F)(F)F)sc2c1CCCC2 (configuration not stated)
→ 14 | -3 | 2 | -8 | 0.86 | 0 | 22 | 1 | -7
O=C(CC(=O)c1ccccc1)Nc1ccc2c(c1)OCCO2
→ 22 | -2 | -4 | 1 | 0.78 | 10 | 18 | 0.91 | -6
COc1ccc(/C=C/C(=O)O/N=C(\N)c2ccccc2)cc1OC
→ 9 | -2 | 3 | -1 | 0.91 | 5 | 13 | 0.95 | 0
Cc1cc(C)n(-c2nc3c(c(=O)[nH]c(=O)n3C)n2Cc2ccccc2)n1
→ -5 | 2 | -2 | 0 | 1 | -9 | -12 | 1.1 | -1
O=C(c1ccco1)N1CCN(C(=O)c2cc(-c3ccc(F)cc3)no2)CC1
→ -10 | -2 | -2 | 0 | 1.1 | 0 | 23 | 1 | -1
OCCN(CC#CCn1c2ccccc2c2ccccc21)CCO
→ -6 | 1 | 0 | -1 | 1.1 | 12 | 15 | 0.88 | 1
O=C(CSc1nnc(-c2ccncc2)n1Cc1ccco1)N1c2ccccc2Sc2ccc(Cl)cc21
→ 1 | -3 | -11 | -10 | 0.99 | 2 | 9 | 0.97 | -5
COc1ccc2c(C)cc(SCC(=O)Nc3cccnc3Cl)nc2c1
→ -12 | -1 | 10 | -2 | 1.1 | 6 | 8 | 0.94 | -3
COC(=O)CSc1nnc(-c2ccco2)n1Cc1ccco1
→ -15 | -2 | -15 | 0 | 1.2 | 2 | -13 | 0.97 | -5
COc1ccc(C2CCN(CC(=O)N(C)C)CC2O)cc1 (configuration not stated)
→ -1 | 0 | 1 | -2 | 1 | -4 | 10 | 1 | 1
Cc1ccc(NC(=O)/C=C\C(=O)O)c([N+](=O)[O-])c1
→ 9 | 0 | -3 | 1 | 0.91 | 4 | 6 | 0.96 | -7
COc1ccccc1N1CCN(C(=O)c2ccncc2)CC1
→ 1 | -3 | -9 | 4 | 0.99 | -3 | -19 | 1 | -1
Cc1c(Cl)cccc1NC(=S)N1CCOCC1
→ -2 | 0 | 0 | 3 | 1 | -5 | 11 | 1.1 | -2
Cc1cc(C)cc(C(=O)NCC(=O)OCC(=O)Nc2ccc(C)cc2Br)c1
→ 0 | -2 | 6 | 2 | 1 | -13 | -5 | 1.1 | 11
O=C(CSc1nccn1Cc1ccccc1)NC1CCCC1
→ -8 | 0 | 0 | -1 | 1.1 | 5 | 5 | 0.95 | -3
O=[N+]([O-])c1ccccc1SN(Cc1ccccc1)c1ccccn1
→ 7 | -6 | 0 | -1 | 0.93 | 12 | -58 | 0.88 | -1
Cc1ccccc1CC(=O)N1CC(C)OC(C)C1 (configuration not stated)
→ 14 | -1 | -4 | 0 | 0.86 | 2 | 19 | 0.98 | -10
O=C1C(Cl)=C(NCCc2ccccc2)C(=O)N1CCc1ccccc1
→ 10 | -2 | -1 | -19 | 0.9 | 11 | 13 | 0.89 | -6
CCN1C(=O)/C(=C/c2ccc(C)s2)NC1=S
→ 12 | -1 | -3 | -110 | 0.88 | 19 | -4 | 0.81 | -4
CCC1CCCCN1CCCNC(=O)c1cn(CC(C)C)c(=O)c2cc(OC)c(OC)cc12 (configuration not stated)
→ 9 | -2 | 4 | -14 | 0.91 | -7 | 10 | 1.1 | 1
O=C(Nc1nc(-c2cccs2)c(-c2cccs2)s1)C1(c2ccccc2)CC1
→ 1 | -3 | 0 | 3 | 0.99 | 4 | 7 | 0.96 | 0
CCC1(c2ccc(Cl)cc2)NC(=S)N(c2ccccc2)N1 (configuration not stated)
→ 24 | 0 | -1 | 1 | 0.76 | 10 | 4 | 0.9 | -3
COc1ccc(C2c3c(oc4ccccc4c3=O)C(=O)N2c2ccc(C)cn2)cc1OC (configuration not stated)
→ 10 | 2 | -2 | -1 | 0.9 | 15 | 15 | 0.85 | -3
COC(=O)c1cccc(C23CC4(C2)[C@H](CN(Cc2cccnc2)[C@@H]4c2ccccc2)C3c2ccc(C(F)(F)F)cc2)c1 (some centres not stated)
→ 9 | -8 | 2 | . | 0.91 | 9 | 27 | 0.91 | 2
O=C(/C(=N/N=C/c1ccc(O)c(O)c1O)c1ccccc1)c1ccccc1
→ 12 | -3 | 6 | 2 | 0.88 | 17 | 1 | 0.83 | 6
COc1ccc2c(c1)O[C@H]1c3ccc(O)cc3OC[C@@H]21
→ -11 | -1 | -2 | -2 | 1.1 | -6 | 4 | 1.1 | -6
O=C(NCc1cccc(F)c1)C1CCC(=O)N(C2CC2)C1 (configuration not stated)
→ -8 | 2 | 4 | -1 | 1.1 | 4 | 5 | 0.96 | 0
CCN1CCc2c(sc(NC(=O)Cc3ccccc3)c2C(=O)OC)C1
→ 2 | -2 | 2 | -157 | 0.98 | -1 | 16 | 1 | 2
CC1CCCN(C(=O)COC(=O)c2ccc[nH]c2=O)C1 (configuration not stated)
→ 1 | -5 | 2 | 0 | 0.99 | -5 | 12 | 1 | -2
Cc1cccc(N(CC(=O)NC2CCCC2)C(=O)CS(=O)CC(=O)Nc2ccc3c(c2)OCO3)c1 (configuration not stated)
→ -18 | -3 | -3 | 1 | 1.2 | 2 | -3 | 0.97 | -5
COC(=O)CN1CCN(C(c2ccccc2)c2ccccc2)CC1
→ 8 | 2 | -2 | -2 | 0.92 | 4 | -35 | 0.96 | -6
CN1CCN(c2cc(-c3ccccc3)nc3cc(-c4ccc(F)cc4)nn23)CC1
→ -1 | -4 | -7 | -32 | 1 | 0 | 52* | 0.99 | -10
Cc1cccc2c(=O)cc(C)n(CC(N)=O)c12
→ -41 | 0 | -1 | 1 | 1.4 | 12 | -4 | 0.88 | -4
CCC(C(=O)OCC(=O)Nc1ccc(Cl)c(S(=O)(=O)N(C)C)c1)c1ccccc1 (configuration not stated)
→ 2 | -6 | 0 | -1 | 0.98 | -2 | -17 | 1 | -4
CCOC(=O)c1cnn(-c2nc(-c3ccc(F)cc3)cs2)c1C(F)(F)F
→ 24 | -1 | 4 | 3 | 0.76 | -1 | 14 | 1 | 1
